Screening results (PubChem)
RT RNaseH block – inhibitors of HIV-1 reverse transcriptase RNase H | P04585 | RT-RNase H RNA/DNA duplex cleavage, fluorescence | inhibition, % at 10 µM | actives 1.9% (n = 65,000) | AID 565; in the data active = inhibition above about 50%
RmlCD inh mix – mixture blocks RmlC and RmlD coupled enzyme activity; inhibition, % at 5.5 µM; actives 0.39% (n = 110,000); RmlC/RmlD coupled enzyme inhibition, 384-well mixture HTS; AID 1532; in the data active = inhibition above about 30%, passing the limit was not always enough; inconclusive = no clear call, values can overlap the other calls; also: strong numbers were not always called active
* marks the source's active call; other numbers are inactive results; ? = inconclusive; . = no result given. Only part of the results is shown (hit frequency here may not be typical).

Preview (6 entries):
entry	Structure	RT RNaseH block	RmlCD inh mix
1	COC(=O)c1cc(OC)c(OC)cc1N=CC1=C(O)CC(C)(C)CC1=O	-8	8
2	CCC(C(=O)O)n1nnc(-c2ccc(-c3ccc(OC)cc3)cc2)n1 (centres undefined)	-7	-10
3	COc1cccc(OCC(=O)NN=C2c3ccccc3-c3ccccc32)c1	.	12
4	CS(=O)(=O)NCc1ccc(C(=O)NC2CCCCC2)cc1	1	11
5	COCC(=O)N1CCC(n2nnc3cc(F)ccc32)CC1	-2	13
6	O/N=C1\CCCc2nnc3c(c21)CCCC3	-4	-10

Main list, repeating the preview:
entry	Structure	RT RNaseH block	RmlCD inh mix
1	COC(=O)c1cc(OC)c(OC)cc1N=CC1=C(O)CC(C)(C)CC1=O	-8	8
2	CCC(C(=O)O)n1nnc(-c2ccc(-c3ccc(OC)cc3)cc2)n1 (centres undefined)	-7	-10
3	COc1cccc(OCC(=O)NN=C2c3ccccc3-c3ccccc32)c1	.	12
4	CS(=O)(=O)NCc1ccc(C(=O)NC2CCCCC2)cc1	1	11
5	COCC(=O)N1CCC(n2nnc3cc(F)ccc32)CC1	-2	13
6	O/N=C1\CCCc2nnc3c(c21)CCCC3	-4	-10
7	O=c1cc(CSc2nnnn2-c2ccccc2)nc2scc(-c3ccccc3)n12	19	-9
8	COC(=O)C(Cc1c[nH]c2ccccc12)NC(=O)CNC(C)=O (centres undefined)	.	6
9	Cc1cc(C)c(S(=O)(=O)NCc2cn3c(C)csc3n2)cc1C	-16	2
10	Cc1ccccc1Cn1ccc(NC(=O)c2cc3nc(-c4ccco4)cc(C(F)(F)F)n3n2)n1	19	.
11	O=C(COC(=O)C1=COCCO1)Nc1cccc(Oc2ccccc2)c1	.	4
12	COc1ccc(-c2noc(CCC(=O)NCc3cc(Br)ccc3OC)n2)cc1	-24	5
13	c1cnc(NC2C3CC4CC(C3)CC2C4)nc1 (centres undefined)	4	7
14	COc1cc(OC)c(-c2nn3c(-c4cccnc4)nnc3s2)cc1OC	-27	.
15	Cc1ccc(-c2nnn(Cc3nc(N)nc(N4CCOCC4)n3)n2)cc1	-30	8
16	Cc1nn(Cc2ccccc2)c(C)c1C(=O)Nc1ccc(N2CCOCC2)cc1	5	-1
17	COc1ccc(N2CCN(CCCNC(=O)C3(S(=O)(=O)c4ccc(Cl)cc4)CC3)CC2)cc1	4	.
18	CC(C)NC(=O)c1c(O)c2ccccc2[nH]c1=O	-15	15
19	Cc1nc2ccc(NC(=O)Cn3cnc4c3c(=O)n(C)c(=O)n4C)cc2s1	-17	.
20	O=C(CSc1nc2ccccc2c(=O)[nH]1)c1ccccc1	.	5
21	C/C(=C\C(=O)c1ccc(C)cc1)Nc1ccc(N2CCOCC2)cc1	.	-10
22	Cc1cc(NCC2CCCO2)n2c(nc3ccccc32)c1C#N (centres undefined)	-14	-9
23	Cn1nnc2c(N3CCCCC3)nccc21	-12	15
24	O=C(NC12CC3CC(CC(C3)C1)C2)N1CC2Cc3cccc(=O)n3C(C2)C1 (centres undefined)	2	31
25	NC(=O)c1cccn1Cc1ccccc1Cl	-29	8

Taken from above.
RT RNaseH block, O=C(NC12CC3CC(CC(C3)C1)C2)N1CC2Cc3cccc(=O)n3C(C2)C1 (centres undefined) → 2
RmlCD inh mix, COCC(=O)N1CCC(n2nnc3cc(F)ccc32)CC1 → 13
RmlCD inh mix, Cn1nnc2c(N3CCCCC3)nccc21 → 15

Further entries follow.
entry	Structure	RT RNaseH block	RmlCD inh mix
26	Cc1ccc(N(C)C(=O)N2CCN(S(=O)(=O)c3ccc(C)cc3)CC2)cc1	25	-9
27	CC(C)CN(CCCNC(=O)CC1Oc2ccccc2NC1=O)CC(C)C (centres undefined)	-21	7
28	O=C(C1CC(c2ccccc2O)=NO1)N1CCc2ccccc2C1 (centres undefined)	.	-13
29	COc1ccc(NC(C)=O)cc1NC(=O)CN1CCN(CC(=O)Nc2ccccc2Cl)CC1	2	-6
30	COc1ccc(N2CCN(C(=O)c3ccc(NS(=O)(=O)c4ccc(F)c(F)c4)cc3)CC2)cc1	0	9
31	CC1CCc2sc(C(=O)Nc3nnc(SCc4ccc(F)cc4)s3)cc2C1 (centres undefined)	.	-26
32	CCn1c(=O)n(CC(=O)Nc2cc(OC)ccc2OC)c(=O)c2ccccc21	-11	-6
33	Cc1cc(C)nc(N2CCC(C(=O)Nc3cccc(C(F)(F)F)c3)CC2)n1	9	-6
34	COc1cccc(C(C(=O)NC2CCCC2)N(C(=O)c2ccco2)C2CC2)c1OC (centres undefined)	10	-11
35	CCOC(=O)CN(Cc1ccccc1)S(=O)(=O)c1ccc(NC(C)=O)cc1	-2	4
36	CCCSc1ncnc2c1oc1ccccc12	-3	-3
37	O=C(NCCCN1CCCCCC1)c1ccc(N2CCCC2=O)cc1	-5	.
38	CC(=O)c1cccc(NC(=O)C2CCCN(S(=O)(=O)c3cccc4cccnc34)C2)c1 (centres undefined)	-47	4
39	CCc1cccc2c(C=C(C#N)C#N)cn(CC(=O)N3CCCC3)c12	.	11
40	CCN(CC)CCCN1C(=O)c2oc3ccccc3c(=O)c2C1c1cc(OC)ccc1OC (centres undefined)	3	-10
41	CCCC(=O)NC(=S)Nc1cccc(Cl)c1N1CCCCC1	.	-22
42	COC(=O)C[C@H]1c2cc(F)ccc2S(=O)(=O)N1c1ccc(N(C)C)cc1	.	1
43	O=C(O)CSCCCC(=O)Nc1ccc(Br)cc1	-8	.
44	NC(=O)C1=C[C@@H](c2ccc(C(F)(F)F)cc2)C[C@@H](OCc2ccc(CO)cc2)O1	.	-15
45	CCN(Cc1ccccc1)C(=O)Cn1cc2c(n1)CCCC2	-13	-8
46	S=c1[nH]nc(CSc2nc3ccccc3s2)n1C1CCCCC1	.	12
47	Cc1ccc(SCCC(=O)NCc2ccco2)cc1	-14	-88
48	COc1ccc(-c2nc(CS(=O)CC(=O)NCc3cccnc3)c(C)o2)cc1 (centres undefined)	1	-10
49	O=C(O)CCCc1nc(-c2ccc(Cl)cc2)no1	.	-10
50	COc1ccc(C(C(=O)NC2CCCC2)N(Cc2ccc(C)cc2)C(=O)c2ccn[nH]2)cc1OC (centres undefined)	.	-15
51	CN1C2C=C3C(C#N)=C(N)C(C#N)(C#N)C(c4ccc(Br)cc4)C3C1CC2 (centres undefined)	.	4
52	O=C(N[C@@H](Cc1ccc(O)cc1)C(=O)O)c1ccncc1	.	-16
53	c1cncc(-c2nn3c(-c4ccncc4)nnc3s2)c1	46	.
54	Cc1ccc(S(=O)(=O)N(C)c2ccc(C(=O)NCC3CCCO3)cc2)cc1 (centres undefined)	.	-1
55	CCOC(=O)C=C1CCN(c2ncc(C(F)(F)F)cc2Cl)CC1	.	-9
56	COc1cc2nc(N(C)C)nc(N)c2cc1OC	-25	-13
57	COCc1cc(C)nc2sc3c(=O)n(-c4cccc5ccccc45)nnc3c12	.	?
58	Cc1ccc2c(c1)C1CN(C)CCC1N2C(=O)c1ccco1 (centres undefined)	-5	-10
59	CCOC(=O)c1cc(-c2ccccc2)n(CC(=O)N2CCCC2)c1C	-11	.
60	O=C(Nc1cccnc1)Nc1ccc(Br)cc1Cl	-11	-11
61	CC1C(c2ccccc2)=[N+]([O-])C2(CCCC2)N1O (centres undefined)	1	-9
62	COC(=O)c1ccccc1NC(=O)Nc1nnc(N2CCCCC2C)s1 (centres undefined)	-2	.
63	CC1CCCCN1Cc1nc2c(c(=O)n(C)c(=O)n2C)n1CCCc1ccccc1 (centres undefined)	0	7
64	C=CCn1c(-c2cccn(Cc3cccc(Cl)c3)c2=O)n[nH]c1=S	.	20
65	COc1ccc(CN(C(=O)c2snc(C(N)=O)c2N)C(C(=O)NC(C)(C)C)c2ccco2)cc1 (centres undefined)	-7	-2
66	CC(C)Cn1nc(NC(=O)C(C)(C)C)c2cc3ccccc3nc21	8	-23
67	CC(C)=CC(=O)Nc1nnc(-c2ccccc2)s1	.	-11
68	Cc1ccc(C(=O)Nc2ccon2)cc1S(=O)(=O)N1CCOCC1	.	-14
69	CCOc1ccc(C2CC(c3cccc(OC)c3)Nc3nc(N)nn32)cc1 (centres undefined)	1	-10
70	O=c1cc(C(F)(F)F)c2sc(N3CCCCC3)nc2[nH]1	0	65*
71	Cc1ccc(OCCCNCCO)c(Br)c1	.	-29
72	CC1(C)OC(C(N)=O)C(C(N)=O)O1 (centres undefined)	-4	-12
73	COc1cccc(C(=O)NCc2ccccc2OC)c1	-27	-8
74	Cc1c(C(=O)NC2CCCCC2)oc2c1C(=O)CC(C)(C)C2	4	-10
75	CCCCC1(O)CC(C(F)(F)F)=NN1C(=O)COc1ccccc1 (centres undefined)	.	2

One compound at a time, from the list above:
Cc1ccc(S(=O)(=O)N(C)c2ccc(C(=O)NCC3CCCO3)cc2)cc1 (centres undefined) is listed with RT RNaseH block = .; RmlCD inh mix = -1
COCc1cc(C)nc2sc3c(=O)n(-c4cccc5ccccc45)nnc3c12 is listed with RT RNaseH block = .; RmlCD inh mix = ?

Further records
entry	Structure	RT RNaseH block	RmlCD inh mix
76	COc1ccc(-n2c(CNC(=O)c3ccc(S(=O)(=O)N4CCCC4)cc3)n[nH]c2=S)cc1	-14	-15
77	C/C=C/C(=O)N1CC2(CC(c3cccc(NC(=O)CCCCC)c3)=NO2)C[C@H]1C(N)=O (some centres undefined)	.	-9
78	O=C(O)c1cccc(N2CCCC2)c1	3	-10
79	CCOc1ccc(S(=O)(=O)N(CC(=O)O)c2ccc(C)cc2)cc1	-2	8
80	CC(C)c1ccc(-c2nnn(CCC(=O)O)n2)cc1	-9	4
81	COc1ccc2c(c1)c(C(=O)CN1CCN(C)CC1)c(C)n2Cc1ccccc1	-3	14
82	C/C(Cn1nnc([N+](=O)[O-])n1)=N\NC(=O)c1ccc(Cl)c(Cl)c1	.	3
83	O=C(Cc1c(C(=O)O)[nH]c2ccccc12)NCCN1CCN(c2cccc(Cl)c2)CC1	-15	0
84	O=C(CCC1CCCCC1)Nc1cccnc1	.	-49
85	O=S(=O)(NC1CCCCCC1)c1cccc2cccnc12	-6	-13
86	Cc1ccc(C(=O)n2cc(CCN3CCS(=O)(=O)CC3)c3ccccc32)cc1	.	4
87	CC(=O)c1cc2cc(O)ccc2o1	-31	136*
88	Cn1c(SCC(=O)NC2CCCCCC2)nnc1-c1cccs1	0	.
89	Nc1nc(-c2ccccc2)nn1C(=O)Cc1ccccc1	-7	6
90	CC1CCc2cc(F)cc3c(O)c(C(=O)NCC4CCCO4)c(=O)n1c23 (centres undefined)	-10	-10
91	O=C(O)c1ncc(-c2ccccc2)cn1	2	-10
92	COC(=O)C(NC(=O)c1ccc(F)cc1)(Nc1ncc(S(=O)(=O)c2ccc([N+](=O)[O-])cc2)s1)C(F)(F)F (centres undefined)	.	-2
93	COc1ccc(N2CCN(C(=S)Nc3cc(C)cc(C)c3)CC2)cc1	.	-9
94	COC(=O)c1c(NC(=O)Cn2nc(C(F)F)cc2C(F)F)sc(C)c1C	.	-4
95	CSC(=NS(=O)(=O)c1ccc(C)cc1)SC	-77	84
96	O=Cc1c(N2CCN(c3cccc(Cl)c3)CC2)nc2ccccn2c1=O	.	-12
97	CC(=O)CSc1nc2ccccc2o1	.	7
98	CCOC(=O)C1=C(N)OC2=C(C(=O)CCC2)C1c1ccco1 (centres undefined)	-8	4
99	O=C(c1ccc(C(F)(F)F)cc1)N1CCC(=O)N(C(CO)Cc2ccccc2)CC1 (centres undefined)	.	2
100	CC(C)N1C(=O)CCC1C(=O)N1CCN(c2ccccn2)CC1 (centres undefined)	-15	.
101	Cc1ccc(-c2cc(C(=O)Nc3c(C)n(C)n(-c4ccccc4)c3=O)[nH]n2)c(O)c1	14	-5
102	CCS(=O)(=O)N1CCC(NC(=O)c2ccco2)CC1	27	-10
103	COc1ccc(OCC(=O)Nc2sc3c(c2C(=O)NCC2CCCO2)CCC3)cc1 (centres undefined)	.	-6
104	CCCC(=O)O[C@@H]1C[C@@H](C)N(C(=O)c2ccccc2)c2ccc(C)cc21	.	-7
105	COC(=O)CN1C(=O)C2(OCCCO2)c2ccccc21	-8	20
106	CCOC(=O)[C@H](CCc1ccccc1)N[C@@H](C)C(=O)N1[C@H](C(=O)O)C[C@@H]2CCC[C@@H]21	.	-22
107	O=C(O)c1cccc2[nH]c(C(F)(F)F)nc12	-16	.
108	Cn1c(SCC(=O)N/N=C/c2cccs2)nc2ccccc21	.	8
109	N#CCc1ccc(NS(=O)(=O)c2ccc(N3CCCC3=O)cc2)cc1	-5	7
110	COc1ccc(NC(=O)ON=C2c3ccccc3-c3ccccc32)cc1	.	9
111	CCCCn1c(O)c(C=NC2CCCCC2N)c(=O)[nH]c1=O (centres undefined)	-4	-11
112	CCCSC1=C(C#N)C(c2ccccc2C)C(C(=O)OC)C(=O)N1 (centres undefined)	6	11
113	CC(C)C(NC(=O)C12CC3CC(CC(C3)C1)C2)C(=O)NC1=NCCS1 (centres undefined)	6	-10
114	Cc1cc(C)c2nc(NC(=O)c3ccc4c(c3)OCO4)sc2c1	.	-13
115	COc1ccc(CN2c3cc(S(=O)(=O)N4CCOCC4)ccc3N3CCCC32)cc1 (centres undefined)	.	4
116	Cc1ccc(-c2csc(-c3c[nH]c4ccccc34)n2)cc1	.	-10
117	COc1ccc2[nH]c(=O)c(CNC3CCCCC3)cc2c1	-3	11
118	COc1ccc(NCc2nnc(SCC(=O)c3ccc(OC)cc3)o2)cc1	.	-1
119	N=c1c2c(-c3ccccc3)c(-c3ccccc3)n(Cc3ccco3)c2ncn1CCO	.	-12
120	CCC(CC)c1nnc(NC(=O)c2nc3nc(C)cc(C)n3n2)s1	.	50
121	O=C(Cc1ncn[nH]1)NCCc1ccccc1	-16	-13
122	NC(=O)c1cc(Br)cc2c3c([nH]c12)CCCC3	-48	6
